Bioassay records deposited in PubChem by several laboratories.
CDK5 inh – CDK5/p35 (human) kinase inhibition; Q00535+Q15078; 330,000 tested, 0.01% active; inhibition, % at 10 µM; Recombinant CDK5/p35, ADP-Glo luminescence, 60 min;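 active means highest replicate inhibition of at least 50% and at least 75% of replicates reaching 50%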;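 further: plate controls were DMSO neutral control for no effect and GW8510 at 10 µM for full effect; many of its hits are not listed in these tables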
Target sequence (Q00535 whole entry, looked up): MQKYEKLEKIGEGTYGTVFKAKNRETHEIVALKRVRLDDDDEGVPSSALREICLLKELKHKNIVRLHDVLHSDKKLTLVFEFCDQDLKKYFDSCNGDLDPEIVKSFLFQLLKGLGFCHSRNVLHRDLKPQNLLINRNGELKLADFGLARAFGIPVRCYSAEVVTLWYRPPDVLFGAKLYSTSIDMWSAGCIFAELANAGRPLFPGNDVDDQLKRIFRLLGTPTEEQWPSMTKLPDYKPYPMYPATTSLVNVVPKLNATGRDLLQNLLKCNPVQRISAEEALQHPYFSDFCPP
Target sequence (Q15078 whole entry, looked up): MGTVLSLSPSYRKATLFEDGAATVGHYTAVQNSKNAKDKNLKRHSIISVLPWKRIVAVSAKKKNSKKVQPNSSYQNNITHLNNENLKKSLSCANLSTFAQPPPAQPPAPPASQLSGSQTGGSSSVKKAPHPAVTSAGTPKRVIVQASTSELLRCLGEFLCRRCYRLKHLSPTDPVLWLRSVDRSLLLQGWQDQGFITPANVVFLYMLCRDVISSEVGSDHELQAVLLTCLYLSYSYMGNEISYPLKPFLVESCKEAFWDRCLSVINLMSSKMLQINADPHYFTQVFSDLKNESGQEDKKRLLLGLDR
phage Ecoli inh – E. coli growth loss with phage present; growth absorbance; inhibition, % at 11.9 µM; 360,000 tested, 0.26% active; in the data active means inhibition above about 11%
PKA-R1A act – PKA-R1A complex activation | P00514+P68181 | PKA-R1A dissociation, Cy5-IP20 fluorescence polarization; scaled: DMSO 0%, 113 µM cGMP 100% | activation, % at 11.4 µM | 340,000 tested, 0.083% active;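 active means percent activation above the mean of all tested compounds plus 3 SD, cut at about 19% in these data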;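 further: higher means more PKAc released from R1A so a rise in polarization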
PKA-R2B activ – PKA-R2B complex activation. P22694+P31323. PKA-R2B holoenzyme dissociation, Cy5-IP20 fluorescence polarization; R2B truncated from residue 108, S112A mutant; 0% DMSO only, 100% 113 µM cGMP. activation, % at 11.4 µM. 340,000 tested, 0.079% active. AID 504700;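 active means activation above a cutoff set at the mean over all compounds plus 3 SD, cut at about 18% in these data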;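 further: higher means more holoenzyme dissociation and a rise in polarization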
Target sequence (P31323 whole entry, looked up, other chains not shown, the tested form may be a part): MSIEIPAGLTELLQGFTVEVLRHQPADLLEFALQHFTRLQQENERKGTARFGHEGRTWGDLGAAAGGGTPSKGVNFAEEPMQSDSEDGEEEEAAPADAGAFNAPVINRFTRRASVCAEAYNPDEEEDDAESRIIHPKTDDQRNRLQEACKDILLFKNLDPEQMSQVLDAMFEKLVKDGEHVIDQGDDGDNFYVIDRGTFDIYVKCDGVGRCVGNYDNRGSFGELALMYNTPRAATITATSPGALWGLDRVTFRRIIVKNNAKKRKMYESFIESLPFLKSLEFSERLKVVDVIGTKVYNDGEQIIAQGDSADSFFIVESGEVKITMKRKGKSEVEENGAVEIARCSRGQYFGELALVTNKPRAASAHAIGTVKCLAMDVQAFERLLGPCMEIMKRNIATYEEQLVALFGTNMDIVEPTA
AddAB inh – less growth of phage-infected E. coli with AddAB. E. coli expressing H. pylori AddAB, absorbance growth. 330,000 tested, 0.29% active. inhibition, % at 11.9 µM. AID 435030; in the data active means inhibition above about 12%;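 further: 0% = vehicle wells of infected cells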
HTR5A ag – activates human HTR5A in OPRM1-OPRD1 agonist counter-screen | P47898 | HTR5A agonist assay, luminescence, cell-based | activation, % at 9.3 µM | 340,000 tested, 0.61% active | AID 504692; in the data active means activation mostly above about 9.5%, no sharp cut-off; inactive means mostly below about 7.6%;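 further: 0% = cells with vehicle only and 100% = reference agonist; strong numbers were not always called active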
DAGLB inhibitor – blocks human DAGLB lipase activity. AID 504411. Q8NCG7. 340,000 tested, 0.059% active. inhibition, % at 5.17 µM. HEK293T DAGLB membrane lysate, EnzChek fluorogenic substrate; in the data active means inhibition above about 34%;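 further: 0% = enzyme with vehicle and 100% = wells lacking enzyme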
HTR5A inv ctr – inverse agonist of human HTR5A in OPRM1-OPRD1 counter-screen; P47898; HTR5A cell line, luminescence, inverse agonism; inhibition, % at 9.3 µM; 340,000 tested, 0.083% active; AID 504634; in the data active means inhibition mostly above about 23%, no sharp cut-off; inactive means mostly below about 18%;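 further: 0% = cells with DMSO and 100% = no-cell wells with DMSO; some compounds called inactive have numbers as strong as hits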
Tat export inh – blocks Tat-dependent protein export in E. coli. E. coli MC4100 TorA-mCherry Tat export, fluorescence. inhibition, % at 10 µM. 340,000 tested, 0.036% active. AID 488895;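 active means mean replicate inhibition at least 50% and at least half of replicates individually reaching 50%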;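 further: exported cargo escapes ClpAP degradation while cytoplasmic cargo is degraded and loses fluorescence; 0% = median of neutral control wells and 100% = median of NaSCN control wells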
Mot1-301 SUMO – inhibitors of SUMOylation pathway: yeast Mot1-301 growth rescue; growth rescue, % at 18.8 µM; AID 2716; S. cerevisiae Mot1-301 growth rescue, ATP luminescence, 38.5C; percent above DMSO median, 100 means doubled; 320,000 tested, 1% active;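 active means every valid replicate shows activation above 250% relative to neutral control wells; inactive means the rest, any valid replicate at or below 250%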;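 further: OY570 slx delta 5 strain wells were the positive control but not used for scaling; some compounds called inactive have numbers as strong as hits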
Ecoli viability – bacterial growth inhibition, counter-screen for AddAB inhibitors; E. coli V3065 growth, OD600 absorbance, 18 h; inhibition, % at 11.9 µM; 330,000 tested, 0.27% active;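 active means inhibition above the campaign's mean inhibition across all tested compounds plus 3 SD, cut at about 9.9% in these data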;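 further: uninfected addAB+ strain grown without phage in ampicillin broth; 0% = DMSO wells and 100% = ciprofloxacin 0.95 µg/ml wells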
An asterisk follows results filed as active; nt = no result given; & = joins results of further samples.

SMILES | CDK5 inh | phage Ecoli inh | PKA-R1A act | PKA-R2B activ | AddAB inh | HTR5A ag | DAGLB inhibitor | HTR5A inv ctr | Tat export inh | Mot1-301 SUMO | Ecoli viability
COc1ccccc1NC(=O)c1cc2cc(Br)ccc2cc1O | -0.9 | 8.1 | -3 | 1 | 5.1 | 4 | 13 | -16 | -8 | 8 | 5.5
COc1ccc(NC(=O)c2cc(-c3ccc(OC)c(OC)c3)on2)cc1OC | -0.2 | 1.2 | 0 | 3 | 1.2 | 0 | 2 | -33 | -2 | 3 | -1.0
C1=C(CCNC2=NCCCCC2)CCCC1 | -0.5 | 0.5 | -5 | 0 | -0.2 | 3 | 0 | -9 | -12 | nt | 1.4
CCN(CC)C(=O)c1cn(C)c2ccc(S(=O)(=O)N(CC)CC)cc2c1=O | 0.0 | -0.6 | -1 | 1 | 0.0 | 0 | -1 | 4 | 0 | -5 | 0.3
O=S(=O)(c1ccc(S(=O)(=O)N2CCCC3(CCCCC3)C2)cc1)N1CCCCC1 | 4.2 | 3.3 | -12 | -1 | 0.8 | 3 | -1 | -7 | -2 | -11 | -0.9
O=[N+]([O-])c1cccc(S(=O)(=O)NCCOc2cccc3cccnc23)c1 | -1.4 | 0.2 | -1 | -4 | 0.9 | 4 | -3 | -7 | -5 | -16 | 0.4
Cc1c(NC(=O)c2ccccc2F)c(=O)n(-c2ccccc2)n1C | -0.5 | 4.4 | 4 | 3 | -1.3 | -2 | 0 | 14 | -14 | -8 | 0.5
Cc1csc(NC(=O)CCSCCc2ccccn2)n1 | -0.7 | 2.5 | -9 | -2 | -2.1 | 3 | 0 | -7 | 6 | -9 | -1.3
COc1ccc(CN2CCCC(C(=O)Nc3cccc(-n4cnnn4)c3)C2)c(C)c1C (stereo unspecified) | 0.1 | 3.8 | -12 | -1 | 5.9 | 3 | 0 | -7 | -6 | -17 | -0.4
O=S(=O)(Nc1nc(-c2ccccc2)cs1)c1cc(Cl)ccc1Cl | 0.7 | 4.2 | 2 | 10 | 0.9 | 3 | 17 | -10 | 5 | -21 | -0.3
CC(/C=N/NC(=O)c1c(Br)cnn1C)=C\c1ccccc1 | -1.3 | -1.6 | 7 | -2 | 0.0 | 8 | -4 | -22 | 10 | -10 | 1.6
CC(C)(C)c1ccc(C(=O)N2CCCC2c2cccs2)cc1 (stereo unspecified) | -4.6 | 0.2 | -1 | -10 | 1.6 | -1 | -8 | 2 | -3 | 20 | 2.1
CC1C(=O)N2CCCc3cc(NC(=O)c4ccccc4Br)cc1c32 (stereo unspecified) | -0.4 | 3.7 | -9 | 15 | 0.1 | -2 | 0 | -3 | 1 | -14 | 3.0
CCC(CC(C)(C)O)C(=O)NNC(=S)Nc1ccccc1 (stereo unspecified) | 1.1 | 3.3 | 1 | -3 | 3.6 | -1 | -2 | -4 | -3 | -2 | 0.2
CCOC(=O)c1c(C)oc(NC(=O)CCl)c1C(=O)OCC | 1.3 | 3.8 | 0 | 0 | 5.5 | 6 | -1 | -15 | -15 | 85 | 2.5
O=C(Cn1nc(Cl)nc1Cl)c1cc2ccccc2oc1=O | 0.4 | 3.4 | -5 | -5 | 3.7 | 3 | 5 | -8 | -6 | -10 | -3.9
O=C(c1cnn2cccnc12)N1CCN(c2ccccc2)CC1 | 1.4 | -0.8 | 3 | -1 | 1.1 | 1 | -2 | -8 | -2 | -9 | 2.7
COc1ccc(-c2cc(=O)[nH]c3ccccc23)cc1 | 0.2 | 3.9 | 2 | 4 | 5.0 | 0 | 0 | 1 | 4 | 2 | 3.9
Cc1cccc(N2CCN(CC(O)COc3ccccc3Cl)CC2)c1 (stereo unspecified) | 0.5 | -0.6 | 6 | 0 | -2.2 | -4 | -10 | 15 | 0 | 29 | -0.7
O=C(CCc1nnc2ccc(NCCCN3CCCC3=O)nn12)NCc1ccccc1Cl | 1.2 | -3.0 | 9 | 5 | 0.1 | -6 | -1 | 20 | 4 | -15 | 0.2
COc1ccc2[nH]c(C(=O)O)c(NS(=O)(=O)c3ccc(C)c(C)c3)c2c1 | -2.5 | 3.2 | 2 | -1 | 4.4 | -1 | -1 | 1 | -4 | 6 | 1.4
CCO/C([O-])=N/c1c[n+](N2CCOCC2)no1 | -1.0&-0.4 | 3.0&4.1 | -4&3 | 10&-2 | -1.3&-2.1 | -1&5 | 1&4 | 3&-18 | -4&-6 | 4&8 | 1.6&-2.9
O=C(CCl)NNc1nc(-c2ccccc2)c2cc(Cl)ccc2n1 | -1.1 | 0.4 | -9 | -8 | nt | -3 | 0 | -29 | -5 | -3 | nt
Cc1ccc(-n2c(=O)cc(N3CC(C)CC(C)C3)[nH]c2=O)cc1 (stereo unspecified) | 1.9 | 1.6 | 6 | 2 | -1.3 | -3 | 0 | -36 | 4 | -2 | -0.4
CCOc1ccc(NC(=O)Nc2cc(C(=O)O)ccc2N2CC3CC(C2)c2cccc(=O)n2C3)cc1 (stereo unspecified) | nt | 0.9 | 5 | 6 | 0.2 | 0 | 0 | -50 | -2 | -12 | -2.0
The results go on:
SMILES | CDK5 inh | phage Ecoli inh | PKA-R1A act | PKA-R2B activ | AddAB inh | HTR5A ag | DAGLB inhibitor | HTR5A inv ctr | Tat export inh | Mot1-301 SUMO | Ecoli viability
COCCn1c(SCc2nc3ccccc3s2)nc2ccccc21 | 2.5 | 1.6 | 2 | 4 | 3.1 | 4 | -1 | 11 | 3 | 1 | 3.1
CCCn1c(N)c(C(=O)CSc2nnc3n2CCCCC3)c(=O)[nH]c1=O | 0.6 | -1.2 | 11 | 10 | 0.9 | -4 | 1 | 11 | -5 | 13 | -1.9
CC1(C)Cc2c(C#N)c(OCC(=O)c3ccc(Cl)cc3)nc(-c3ccoc3)c2CO1 | 0.6 | 7.2 | 2 | 11 | 5.2 | 3 | 4 | -7 | 5 | -14 | -1.1
Cc1ccc(C)c(NC2=NCC(=O)N2c2ccc3c(c2)OCCO3)c1 | 1.7 | 0.8 | -2 | 9 | 0.2 | 0 | 2 | -5 | 0 | -19 | -0.4
COc1ccc(Cc2nnc(SCC(=O)N3CCN(c4ccccc4)CC3)o2)cc1 | 1.2 | 1.6 | -2 | 0 | 1.0 | 0 | -1 | -4 | 7 | -12 | 2.3
Cc1ccc(NC(=O)c2ccc(N/N=C/c3cccc(O)c3)c([N+](=O)[O-])c2)cc1 | 1.7 | 1.4 | -1 | 0 | 5.5 | -8 | 6 | 17 | -8 | 214 | 0.3
Cc1cc(C)cc(-c2nnc(SCC(=O)c3ccc4c(c3)OCCO4)o2)c1 | 2.1 | 0.3 | -7 | -11 | 0.2 | 6 | 2 | -3 | -13 | 460 | 0.6
CCn1c(SCC(=O)N/N=C(\C)c2ccco2)nnc1-c1ccccc1 | -1.0 | 2.8 | -3 | -1 | 1.0 | 0 | -1 | -1 | 18 | -5 | 1.6
COc1ccc(Cl)cc1NC(=O)C1(c2cccs2)CCOCC1 | -0.4 | 2.4 | 6 | 7 | -2.0 | 2 | -3 | 5 | 4 | 0 | -1.1
CCOC(=O)N1CCN(C(=O)CN2C(=O)c3ccccc3S2(=O)=O)CC1 | 1.6 | 1.8 | -4 | -17 | 0.9 | 7 | 1 | -20 | -3 | -11 | 1.1
O=C(CCS(=O)(=O)c1ccc(Br)cc1)N1CCN(c2ccc(F)cc2)CC1 | 2.1 | -0.9 | 3 | 0 | 1.5 | 1 | -1 | 5 | 4 | 2 | 2.2
O=C(c1cc(COc2ccc(F)cc2Cl)on1)N1C[C@H]2CC[C@H]1C2 | 1.2 | 2.5 | 9 | -4 | 1.6 | 4 | -8 | -26 | 8 | 2 | 1.4
COc1ccc(NC(=O)C2CCC(C(C)(C)C)CC2)cc1S(=O)(=O)N1CCOCC1 (stereo unspecified) | 0.2 | -1.1 | 11 | 17 | 1.0 | -7 | -5 | 16 | -4 | 7 | -1.4
CCC(C(=O)NC(C)(C)C)N(C(=O)Cn1nnc(-c2cccs2)n1)c1cnc2ccccc2c1 (stereo unspecified) | 1.9 | 0.9 | 2 | 0 | 0.7 | 6 | -2 | 5 | 1 | 6 | -1.7
CC1CN(Cc2nc3c(c(=O)[nH]c(=O)n3C)n2CC(N)=O)CC(C)O1 (stereo unspecified) | -1.4 | 4.5 | 7 | 0 | -1.4 | nt | -2 | nt | -11 | 11 | 0.4
CN(C=[N+](C)C)c1cccc2c1C(=O)c1ccccc1C2=O | -1.8 | 3.7 | -1 | -5 | 1.8 | 2 | 6 | -7 | -2 | -14 | -1.7
O=C1c2ccccc2NC(c2ccccc2F)N1NS(=O)(=O)c1ccccc1 (stereo unspecified) | 0.5 | 1.4 | -4 | -7 | -0.7 | 1 | 1 | -2 | 0 | 65 | 2.5
CC(=O)NNC(=O)c1sc(=S)n2c1[nH]c(=O)c1sccc12 | -0.7 | 0.3 | -10 | -10 | -1.4 | -4 | 5 | 11 | 13 | 1 | -0.5
COc1ccc(CN(C)C(=O)c2cc(S(=O)(=O)NCc3ccccc3)ccc2C)c(OC)c1 | -0.4 | 3.0 | -2 | -4 | 1.1 | 12 | -4 | -29 | 0 | 6 | -1.2
O=[N+]([O-])c1ccc(O)c(/C=N/Nc2ccccc2[N+](=O)[O-])c1 | -0.1 | 0.1 | -5 | 10 | -0.2 | 7 | 1 | -25 | -6 | 4 | 0.7
CCCCN1CC[C@H]2C=CC[C@@H](C(=O)Nc3ccc(Cl)cc3Cl)[C@H]2C1=O | 0.7 | 1.2 | 3 | 0 | 3.4 | 7 | -9 | -9 | -12 | -6 | 0.7
CN(Cc1ccccc1Br)C(=O)CN1C(=O)NC2(CCCCCC2)C1=O | 0.7 | -0.5 | 6 | -8 | -0.9 | 1 | 1 | -3 | 1 | 28 | -0.9

Full records, looked up by structure.
Record of CCCn1c(N)c(C(=O)CSc2nnc3n2CCCCC3)c(=O)[nH]c1=O : CDK5 inh: 0.6; phage Ecoli inh: -1.2; PKA-R1A act: 11; PKA-R2B activ: 10; AddAB inh: 0.9; HTR5A ag: -4; DAGLB inhibitor: 1; HTR5A inv ctr: 11; Tat export inh: -5; Mot1-301 SUMO: 13; Ecoli viability: -1.9
Record of COc1ccc(NC(=O)c2cc(-c3ccc(OC)c(OC)c3)on2)cc1OC : CDK5 inh: -0.2; phage Ecoli inh: 1.2; PKA-R1A act: 0; PKA-R2B activ: 3; AddAB inh: 1.2; HTR5A ag: 0; DAGLB inhibitor: 2; HTR5A inv ctr: -33; Tat export inh: -2; Mot1-301 SUMO: 3; Ecoli viability: -1.0
Record of COc1ccccc1NC(=O)c1cc2cc(Br)ccc2cc1O : CDK5 inh: -0.9; phage Ecoli inh: 8.1; PKA-R1A act: -3; PKA-R2B activ: 1; AddAB inh: 5.1; HTR5A ag: 4; DAGLB inhibitor: 13; HTR5A inv ctr: -16; Tat export inh: -8; Mot1-301 SUMO: 8; Ecoli viability: 5.5
